Fh CTSL1 inh: Fasciola hepatica cathepsin L1 inhibitors, primary screen, counter-screen for PFM18AAP inhibitor project, biochemical, QFRET, fluorogenic peptide substrate; recombinant F. hepatica cathepsin L1, Z-Leu-Arg-MCA fluorescence; 300,000 tested, 0.49% active; inhibition, % at 5.96 µM;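 active = inhibition above the mean of all tested compounds plus 3 SD, set per screening campaign, cut at about 17% in these data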;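 note: 0% = plate median of test compound wells and 100% = 1 µM Z-Phe-Ala-diazomethylketone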
AHR activator: AHR activators, primary screen, cell-based, luminescence, luciferase reporter, human | AHR-responsive luciferase reporter cells | activation, % at 5 µM | 320,000 tested, 2.5% active; in the data active = activation above about 47%;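 note: 0% = vehicle wells and 100% = reference agonist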
proCasp3 act: activators of human procaspase-3 D3A mutant, primary screen, biochemical, absorbance, PC-3 D3A mutant, single concentration; activation, % at 8.5 µM; Caspase-3 (Homo sapiens), P42574; recombinant procaspase-3 D3A, Ac-DEVD-pNA absorbance 405 nm; 330,000 tested, 0.11% active;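 active = activation above the mean of all tested compounds plus 3 SD, cut at about 21% in these data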;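 note: 0% = DMSO alone and 100% = DMSO wells spiked with extra 5 µM PC-3 D3A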
Target sequence (P42574 whole entry D9A/D28A/D175A): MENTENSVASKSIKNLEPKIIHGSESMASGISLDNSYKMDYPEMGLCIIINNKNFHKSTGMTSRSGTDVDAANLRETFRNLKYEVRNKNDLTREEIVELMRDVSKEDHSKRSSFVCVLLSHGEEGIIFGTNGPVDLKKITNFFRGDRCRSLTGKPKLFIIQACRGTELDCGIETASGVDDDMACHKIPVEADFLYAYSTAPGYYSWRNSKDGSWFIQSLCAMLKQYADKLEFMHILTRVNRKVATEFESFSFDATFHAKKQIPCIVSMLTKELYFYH
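Assay system: Procaspase-3 D3A mutant, all three cleavage aspartates alanine. Buffer or medium: Zinc-free HEPES saline buffer with Triton X-100. Times: 1 h compound preincubation, 2 h substrate hydrolysis at 25 °C. Measured by: 405 nm absorbance of p-nitroaniline, reads at 0 and 120 min. Read-out basis: percent activation relative to control range. Replicates: singlicate.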
PAFAH2 inh: PAFAH2 enzyme inhibitors, primary screen, biochemical, fluorescence polarization, human | inhibition, % at 3.39 µM | recombinant PAFAH2, FP-rhodamine activity probe | 340,000 tested, 0.99% active | Platelet-activating factor acetylhydrolase 2, cytoplasmic (Homo sapiens), Q99487;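 active = inhibition above the mean over all tested compounds plus 3 SD, cut at about 30% in these data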;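 note: inhibitors block probe labeling of enzyme so polarization drops; 0% = enzyme with DMSO and 100% = wells lacking PAFAH2 protein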
PP5 inh: PP5 phosphatase inhibitors, primary screen, biochemical, fluorescence; inhibition, % at 6.7 µM; 320,000 tested, 0.18% active; purified PP5c, OMFP substrate fluorescence; Serine/threonine-protein phosphatase 5 (Homo sapiens), P53041;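 active = inhibition above the campaign's mean inhibition across all tested compounds plus 3 SD, cut at about 9.5% in these data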;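 note: 0% = DMSO only and 100% = 100 µM cantharidin control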
Target sequence (P53041 whole entry, looked up): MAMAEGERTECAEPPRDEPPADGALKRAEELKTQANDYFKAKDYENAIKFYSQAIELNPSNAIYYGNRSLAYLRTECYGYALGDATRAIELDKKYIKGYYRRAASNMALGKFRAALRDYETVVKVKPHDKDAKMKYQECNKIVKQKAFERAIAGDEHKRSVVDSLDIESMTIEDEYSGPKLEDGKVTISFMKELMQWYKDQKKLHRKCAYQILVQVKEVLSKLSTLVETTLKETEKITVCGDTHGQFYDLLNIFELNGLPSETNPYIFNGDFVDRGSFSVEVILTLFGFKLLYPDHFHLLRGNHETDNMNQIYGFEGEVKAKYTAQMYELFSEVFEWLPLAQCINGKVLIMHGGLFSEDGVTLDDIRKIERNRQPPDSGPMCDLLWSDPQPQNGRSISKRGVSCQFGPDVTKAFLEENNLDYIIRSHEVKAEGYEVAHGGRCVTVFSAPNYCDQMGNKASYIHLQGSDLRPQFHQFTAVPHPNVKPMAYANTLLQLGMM
proCasp7 act: procaspase-7 activators, primary screen, counter-screen for procaspase-3 activator project, biochemical, absorbance, HTS, human; Caspase-7 (Homo sapiens), P55210; recombinant procaspase-7, Ac-DEVD-pNA absorbance 405 nm; D23A/D198A/D206A triple mutant, cannot self-cleave; scale: DMSO 0, 5 µM enzyme 100; activation, % at 8.5 µM; 330,000 tested, 0.093% active; AID 463210, 2010;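 active = percent activation above the screen-wide mean plus 3 SD, cut at about 25% in these data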
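Replicates: singlicate. Assay system: Procaspase-7 triple mutant (PC-7 D3A). Signal: 405 nm absorbance of p-nitroaniline. Times: 1 h preincubation, 2 h reaction. Buffer or medium: Zinc-free HEPES pH 7.4 with 300 mM NaCl, 0.01% Triton X-100. Also added: DEVD-pNA substrate. Benchmarks: DMSO wells as 0%, DMSO with 5 µM added PC-7 as 100%.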
PP1 counter: PP1-alpha phosphatase inhibitors, primary screen, counter-screen for PP5 inhibitor project, biochemical, fluorescence, OMFP substrate, single point | AID 2235, 2010 | inhibition, % at 6.7 µM | purified PP1alpha | 320,000 tested, 0.9% active | Serine/threonine-protein phosphatase PP1-alpha catalytic subunit (Homo sapiens), P62136;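 active = inhibition above the mean inhibition of all tested compounds plus 3 SD, computed separately for each screening campaign, cut at about 15% in these data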
HCV core dimer: inhibitors of HCV core protein dimerization, primary screen, biochemical, TR-FRET, high-throughput | TR-FRET GST/Flag-core106 dimerization, 1536-well | 300,000 tested, 0.33% active | inhibition, % at 5 µM;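 active = inhibition above the mean of all tested compounds plus 3 SD, set per screening campaign, cut at about 45% in these data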
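System: GST/Flag-tagged HCV core106 proteins. Incubation: compound-protein-antibody incubation 4 h at 22.5 °C. Technique: HTRF with 340 nm excitation, 617/671 nm emission. Medium: KF-containing HEPES buffer, pH 7.45, DTT, CHAPS, BSA. Read-out: inhibition (%) from 671 over 617 nm ratio. Also added: Eu(K)-anti-GST 90 ng/mL plus XL665-anti-Flag 1 µg/mL.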
TPT1 inh: Candida albicans TPT1 enzyme inhibitors, primary screen, biochemical, fluorescence polarization; tRNA 2'-phosphotransferase TPT1 (Candida albicans SC5314); recombinant caTPT1, FP RNA substrate dephosphorylation; inhibition, % at 5 µM; 300,000 tested, 0.81% active;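 active = inhibition above the mean of all tested compounds plus 3 SD, set per screening campaign, cut at about 24% in these data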;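 note: plate controls were DMSO alone for no effect and ferristatin control at 100 nM for full effect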
Active calls of the source: *; x = not tested or not shown.

Sample of the layout (2 entries):
1: Cc1ccc(N2CC(C(=O)Nc3ccc(S(=O)(=O)N4CCCC4)cc3)CC2=O)cc1 (stereo unspecified)
2: COC(=O)NNC(=O)CCCOc1ccc(Cl)cc1Cl

Assay by compound	1	2
Fh CTSL1 inh	-1	0
AHR activator	-1	2
proCasp3 act	3	-4
PAFAH2 inh	1	1
PP5 inh	1.0	0.6
proCasp7 act	6	6
PP1 counter	0	-1
HCV core dimer	13	-12
TPT1 inh	0	-1

The list itself (from the top)
1: Cc1ccc(N2CC(C(=O)Nc3ccc(S(=O)(=O)N4CCCC4)cc3)CC2=O)cc1 (stereo unspecified)
2: COC(=O)NNC(=O)CCCOc1ccc(Cl)cc1Cl
3: O=C(CSc1nc2ccccc2[nH]1)Nc1ccc(N2CCOCC2)cc1
4: Cc1oc(C(=O)O)cc1COc1ccc2c3c(c(=O)oc2c1C)CCC3
5: Cc1ccc(S(=O)(=O)Oc2ccc(/C=C(/NC(=O)c3ccccc3)C(=O)Nc3ccccc3)cc2)cc1
6: O=c1[nH]c(C2CCN(S(=O)(=O)c3ccccc3F)CC2)nc2c1nnn2Cc1ccc(OC(F)(F)F)cc1

Assay by compound	1	2	3	4	5	6
Fh CTSL1 inh	-1	0	1	-1	0	8
AHR activator	-1	2	28	0	5	-2
proCasp3 act	3	-4	-3	-4	1	11
PAFAH2 inh	1	1	-1	1	-9	-6
PP5 inh	1.0	0.6	2.5	-1.3	3.9	1.3
proCasp7 act	6	6	-4	4	12	6
PP1 counter	0	-1	-2	-1	6	-1
HCV core dimer	13	-12	-8	-2	36	27
TPT1 inh	0	-1	1	-3	5	-1

7: CCOC(=O)c1sc(=NC(=O)c2ccc(S(=O)(=O)N(C)c3ccccc3)cc2)n(C)c1C
8: CCOC(=O)c1sc2nc(SCC#N)n(CCCN3CCCC3=O)c(=O)c2c1C
9: c1ccc(Oc2cccc(OCCCCN3CCCC3)c2)cc1
10: CN(C)C(=S)SCC(=O)NCc1ccc(F)cc1
11: CCOc1cccc(C(=O)Nc2ccccc2C(=O)N2CCOCC2)c1
12: Cc1ccc(Br)cc1S(=O)(=O)N1CCN(c2ccccc2)CC1

Assay by compound	7	8	9	10	11	12
Fh CTSL1 inh	6	3	0	0	0	-1
AHR activator	0	-3	1	1	6	2
proCasp3 act	-1	2	3	-6	8	2
PAFAH2 inh	-9	0	-5	5	-2	4
PP5 inh	0.1	4.3	2.6	-0.7	-1.0	1.5
proCasp7 act	1	-2	8	1	8	1
PP1 counter	-1	-2	-3	-3	-1	2
HCV core dimer	8	1	2	1	2	3
TPT1 inh	2	0	-1	-5	3	-3

13: Cc1ccc(NC(=O)NNC(=O)COc2ccc3ccccc3c2)cc1
14: COCCn1nnnc1CN(CCc1ccc(OC)c(OC)c1)Cc1cc2ccc(C)cc2[nH]c1=O
15: COc1ccc(NC(=O)CCC(=O)c2ccc(-c3ccccc3)cc2)cc1
16: CC(c1ccon1)N(C)C(=O)CCc1nnc(Cc2ccc(-c3ccccc3)cc2)o1 (stereo unspecified)
17: COc1ccc(CCNS(=O)(=O)c2cc(C(=O)O)c(Cl)cc2Cl)cc1
18: Cc1ccnc(NS(=O)(=O)c2ccc(NC(=O)CSc3nc(-c4ccccc4)cc(=O)[nH]3)cc2)n1

Assay by compound	13	14	15	16	17	18
Fh CTSL1 inh	3	-3	-2	-1	5	1
AHR activator	4	0	1	2	2	0
proCasp3 act	11	6	1	10	-2	-1
PAFAH2 inh	5	3	-5	0	1	10
PP5 inh	-3.1	2.0	1.8	2.5	1.1	-2.2
proCasp7 act	13	2	9	-1	4	1
PP1 counter	3	-2	16*	-3	-1	2
HCV core dimer	-3	-1	28	5	-3	-1
TPT1 inh	-2	-7	8	0	-1	-3

19: CCOC(=O)Cc1csc(Nc2ccc(Cl)cc2)n1
20: CC(C)C(OC(=O)c1ccco1)C(=O)NC1CCCC1 (stereo unspecified)
21: CC(NC(=O)C1=CC=CN2CCS(=O)(=O)N=C12)c1ccc(Cl)c(Cl)c1 (stereo unspecified)
22: COc1cccc(-n2c(C)n[nH]c2=O)c1
23: Cc1cc(C)c(C(=O)OCC(=O)NC(=O)c2ccccc2)c(C)c1
24: O=C(NCc1ccco1)/C(=C/c1cccc(C(F)(F)F)c1)c1nc2ccccc2[nH]1

Assay by compound	19	20	21	22	23	24
Fh CTSL1 inh	2	-38	x	0	0	3
AHR activator	0	-2	1	1	2	9
proCasp3 act	2	10	-2	1	11	3
PAFAH2 inh	-5	12	3	-2	-2	-4
PP5 inh	2.4	0.5	x	2.8	-0.2	-1.5
proCasp7 act	3	4	8	2	-3	2
PP1 counter	3	-5	x	-2	-4	3
HCV core dimer	6	9	x	-3	6	0
TPT1 inh	2	-3	x	-3	-1	3

4 compounds from above, limited to proCasp3 act, AHR activator and proCasp7 act.
| no. | SMILES | proCasp3 act | AHR activator | proCasp7 act |
| --- | --- | --- | --- | --- |
| 6 | O=c1[nH]c(C2CCN(S(=O)(=O)c3ccccc3F)CC2)nc2c1nnn2Cc1ccc(OC(F)(F)F)cc1 | 11 | -2 | 6 |
| 7 | CCOC(=O)c1sc(=NC(=O)c2ccc(S(=O)(=O)N(C)c3ccccc3)cc2)n(C)c1C | -1 | 0 | 1 |
| 8 | CCOC(=O)c1sc2nc(SCC#N)n(CCCN3CCCC3=O)c(=O)c2c1C | 2 | -3 | -2 |
| 9 | c1ccc(Oc2cccc(OCCCCN3CCCC3)c2)cc1 | 3 | 1 | 8 |

(cont.)
25: Fc1ccccc1C1c2[nH]c3ccccc3c2CCN1Cc1ccoc1 (stereo unspecified)
26: CC1(C)C(C=C(Cl)Cl)C1C(=O)N(Cc1ccc(Cl)cc1)C1CCS(=O)(=O)C1 (stereo unspecified)
27: Cc1ccc(Sc2nc3c(c(=O)[nH]c(=O)n3C)n2CCc2ccccc2)cc1
28: COc1ccccc1NC(=O)CN1CCN(CC(=O)Nc2ccc(C)c(F)c2)CC1
29: Cc1nc2ccccn2c1C(=O)N/N=C/c1cc(C)n(-c2ccc(Br)cc2)c1C

Assay by compound	25	26	27	28	29
Fh CTSL1 inh	-1	2	0	-3	1
AHR activator	22	-1	1	3	8
proCasp3 act	-3	-4	1	2	-4
PAFAH2 inh	-2	0	3	1	14
PP5 inh	1.6	2.2	1.7	4.2	2.2
proCasp7 act	7	4	0	-6	2
PP1 counter	-1	1	5	6	0
HCV core dimer	5	1	10	-4	2
TPT1 inh	-1	1	2	0	0

Whole records as entered above. Order of screens: Fh CTSL1 inh, AHR activator, proCasp3 act, PAFAH2 inh, PP5 inh, proCasp7 act, PP1 counter, HCV core dimer, TPT1 inh
COc1ccccc1NC(=O)CN1CCN(CC(=O)Nc2ccc(C)c(F)c2)CC1 across the screens: -3, 3, 2, 1, 4.2, -6, 6, -4, 0
CC1(C)C(C=C(Cl)Cl)C1C(=O)N(Cc1ccc(Cl)cc1)C1CCS(=O)(=O)C1 (stereo unspecified) across the screens: 2, -1, -4, 0, 2.2, 4, 1, 1, 1
Fc1ccccc1C1c2[nH]c3ccccc3c2CCN1Cc1ccoc1 (stereo unspecified) across the screens: -1, 22, -3, -2, 1.6, 7, -1, 5, -1
Cc1ccc(Sc2nc3c(c(=O)[nH]c(=O)n3C)n2CCc2ccccc2)cc1 across the screens: 0, 1, 1, 3, 1.7, 0, 5, 10, 2
Cc1nc2ccccn2c1C(=O)N/N=C/c1cc(C)n(-c2ccc(Br)cc2)c1C across the screens: 1, 8, -4, 14, 2.2, 2, 0, 2, 0

Bioassay records (PubChem)
